# TEAD-YAP inh – TEAD-YAP interaction inhibition | HEK-TIYL cells, TEAD-Gal4/YAP UAS-luciferase luminescence | inhibition, % at 9.12 µM | 1.4% of 640,000 active | AID 1259422; in the data active = inhibition above about 32%;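 note: 0% = median of test compound wells and 100% = reference inhibitor wells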
# FBW7 activator – activators of human E3 ligase FBW7. AlphaScreen FBW7–phospho-cyclin E peptide binding, activator screen. normalized activity (activation), % at 26.1 µM. 0.13% of 650,000 active; in the data active = normalized activity above about 1.9%;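 note: purified mutant Fbw7 with reduced substrate affinity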
# Target sequence (Q969H0 whole entry, looked up): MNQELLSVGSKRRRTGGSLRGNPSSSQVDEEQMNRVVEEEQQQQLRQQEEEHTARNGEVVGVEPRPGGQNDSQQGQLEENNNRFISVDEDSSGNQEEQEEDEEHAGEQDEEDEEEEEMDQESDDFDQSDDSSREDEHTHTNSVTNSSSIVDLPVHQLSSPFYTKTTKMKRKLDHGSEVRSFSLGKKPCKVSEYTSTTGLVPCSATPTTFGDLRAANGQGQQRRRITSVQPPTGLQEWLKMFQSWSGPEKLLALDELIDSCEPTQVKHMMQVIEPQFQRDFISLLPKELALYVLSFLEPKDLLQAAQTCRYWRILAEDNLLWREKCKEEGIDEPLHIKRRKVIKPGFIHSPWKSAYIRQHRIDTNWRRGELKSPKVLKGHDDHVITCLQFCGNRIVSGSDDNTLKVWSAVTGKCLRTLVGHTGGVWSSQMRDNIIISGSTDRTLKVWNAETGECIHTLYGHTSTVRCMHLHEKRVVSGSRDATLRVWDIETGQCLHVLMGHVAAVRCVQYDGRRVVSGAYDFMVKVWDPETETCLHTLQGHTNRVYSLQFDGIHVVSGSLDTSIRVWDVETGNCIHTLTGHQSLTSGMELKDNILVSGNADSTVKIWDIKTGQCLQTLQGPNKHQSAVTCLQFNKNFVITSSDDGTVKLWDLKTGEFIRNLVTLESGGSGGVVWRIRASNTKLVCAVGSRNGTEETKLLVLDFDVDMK
# GPR151 activ – human GPR151 activation. Q8TDV0. PathHunter beta-arrestin GPR151 cells, luminescence. activation, % at 11.2 µM. 1% of 650,000 active. AID 1508602; in the data active = activation above about 4.9%;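 note: 0% = median of compound wells and 100% = cells with positive control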
# Target sequence (Q8TDV0 whole entry, looked up): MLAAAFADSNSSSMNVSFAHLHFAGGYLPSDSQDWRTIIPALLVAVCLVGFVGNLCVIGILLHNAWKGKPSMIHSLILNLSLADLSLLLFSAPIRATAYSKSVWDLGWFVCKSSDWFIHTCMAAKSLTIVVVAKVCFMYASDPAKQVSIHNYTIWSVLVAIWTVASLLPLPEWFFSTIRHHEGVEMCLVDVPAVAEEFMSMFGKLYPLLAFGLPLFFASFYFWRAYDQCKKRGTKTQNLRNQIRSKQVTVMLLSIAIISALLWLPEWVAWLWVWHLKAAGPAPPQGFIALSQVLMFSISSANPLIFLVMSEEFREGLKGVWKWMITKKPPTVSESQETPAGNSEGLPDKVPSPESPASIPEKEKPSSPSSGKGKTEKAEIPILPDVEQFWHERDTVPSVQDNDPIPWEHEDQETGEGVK
# MITF inh – blocks human microphthalmia-associated transcription factor; O75030; AlphaScreen MITF homodimerization, bead proximity signal; inhibition, % at 2.6 µM; 0.91% of 650,000 active; AID 1259374; in the data active = inhibition above about 50%;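 note: 0% = vehicle wells with protein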
# The depositor's hits bear a star; · = no result given.
# Results follow in this order: TEAD-YAP inh, FBW7 activator, GPR151 activ, MITF inh
- CC12CCC(c3nnc(SCC(=O)NCC4CCCO4)nc31)C2(C)C (stereo not given)
→ 1, 0.0, 0.5, -1
- CCOc1ccccc1C(=O)NCC1(c2cccs2)CC1
→ -5, 0.1, 1.3, -3
- COc1ccc(C(NC(=O)N(C(C)C)C(C)C)c2nccn2C)cc1 (stereo not given)
→ -2, -1.1, 1.0, 26
- O=C(CSCCc1ccccn1)Nc1ccccn1
→ 8, -0.1, -0.9, 1
- O=C(NCc1cccc(Cl)c1)c1cnn2c1NC(c1ccco1)CC2C(F)(F)F (stereo not given)
→ -10, -0.1, -1.5, 8
- CCN1CCCC1CNC(=O)c1cn(C2CCCC2)c(=O)c2c1c1ccccc1n2C (stereo not given)
→ 4, -0.4, -0.1, 0
- COc1cc(OC)cc(-c2cc(N)n(S(=O)(=O)c3cccc([N+](=O)[O-])c3)n2)c1
→ -3, 0.0, -0.2, 17
- COc1ccccc1C1NC(=S)NC(C)=C1C(=O)OC1CCCC1C (stereo not given)
→ -4, -0.1, 0.0, 3
- Cc1[nH]n(-c2ccccc2)c(=O)c1/C=N/Nc1ccc([N+](=O)[O-])cc1
→ -5, -0.1, -0.7, 11
- Clc1ccc(Nc2ncnc3c2cnn3-c2ccccc2)c(Cl)c1
→ 1, 0.1, -0.4, 18
- CC1=C(C)CC2C(=O)N(c3cccc4ccccc34)C(=O)C2C1 (stereo not given)
→ 9, 0.0, 1.3, -1
- CN1C(=O)C(=Cc2ccco2)C(=O)N(C)C1=S
→ 6, -1.3, -0.5, 71*
- CN1CCN(C(c2ccc(F)cc2)c2ccc3cccnc3c2O)CC1 (stereo not given)
→ 84*, -0.2, 0.2, 33
- CCOc1ccccc1CN1CCN(C2CCN(C(C)=O)CC2)CC1CCO (stereo not given)
→ 1, 0.2, -2.7, 18
- CCOC(=O)N1CCN(C(=O)Cc2cn(C)c3ccccc23)CC1
→ -2, 0.1, 0.0, 1
- CC(C)(C)C(=O)COC(=O)c1ccc(S(=O)(=O)NCc2ccco2)cc1
→ -2, 0.2, -0.8, 4
- O=C(NC1CC1)c1cnc(-c2csc3ccccc23)s1
→ -49, 0.0, -0.7, -8
- O=C(Nc1cccc(-c2cn3c(n2)SCC3)c1)c1ccccc1F
→ -4, 0.0, -0.1, -12
- COCCCNC(=O)c1c(N)n(C2CCCCC2)c2nc3ccccc3nc12
→ -7, 0.2, 0.7, -8
- COc1cccc(-n2c(SC)nnc2-c2ccc(O)cc2)c1
→ -5, 0.3, 0.2, 23
- O=C(Nc1ccccc1C(=O)N1CCCC1)c1cccc(S(=O)(=O)N2CCCC2)c1
→ 8, 0.0, 1.4, 3
- CC(C)CCN1CCNC(=O)C1CC(=O)N(C)Cc1nccs1 (stereo not given)
→ -2, -0.1, 0.6, 5
- O=C(c1ccccc1F)N1CCN(c2ccc([N+](=O)[O-])cc2F)CC1
→ -8, 0.1, 0.4, 15
- CCCCC/C=C\C/C=C\C/C=C\C/C=C\CCCC(=O)SCC(O)CO (stereo not given)
→ ·, ·, -1.0, -14
- COc1cccc(CNc2ncnc3sc(C(=O)N(CCO)C(C)C)c(C)c23)c1
→ -3, -0.1, -0.5, 6
- CN(C(=O)C1CCN(C(=O)N2CCCC2)CC1)C(c1ccc(F)cc1)c1ccccn1 (stereo not given)
→ 10, -0.1, -1.4, -10
- CC(C)n1cnc2c(NCCO)nc(Nc3ccncc3)nc21
→ 8, 0.0, 0.8, 0
- Cc1ccc(S(=O)(=O)NC(=O)NC(C)(C)c2ccncc2)cc1
→ 1, -0.1, 1.4, -12
- Cc1ccc(CN2CCNC(=O)C2CC(=O)O)o1 (stereo not given)
→ -3, -0.1, 3.6, 10
- Cc1[nH]c2ccccc2c1C(=O)CN1CCc2ccccc21
→ 6, 0.1, -2.2, 2

# As a short view, part of the list above.
# Results follow in this order: TEAD-YAP inh, FBW7 activator, GPR151 activ, MITF inh
- CN(C(=O)C1CCN(C(=O)N2CCCC2)CC1)C(c1ccc(F)cc1)c1ccccn1 (stereo not given)
→ 10, -0.1, -1.4, -10
- CC(C)n1cnc2c(NCCO)nc(Nc3ccncc3)nc21
→ 8, 0.0, 0.8, 0
- Cc1ccc(S(=O)(=O)NC(=O)NC(C)(C)c2ccncc2)cc1
→ 1, -0.1, 1.4, -12
- Cc1ccc(CN2CCNC(=O)C2CC(=O)O)o1 (stereo not given)
→ -3, -0.1, 3.6, 10
- Cc1[nH]c2ccccc2c1C(=O)CN1CCc2ccccc21
→ 6, 0.1, -2.2, 2

# Next compounds.
# Results follow in this order: TEAD-YAP inh, FBW7 activator, GPR151 activ, MITF inh
- CCOC(=O)c1c(NC(=O)c2nn3c(c2Br)NC(c2ccc(OC)cc2)CC3C(F)(F)F)sc2c1CCCCC2 (stereo not given)
→ 7, -0.1, -0.5, 13
- CCCc1noc(CN2CCCCC2c2cccc(OC)c2)n1 (stereo not given)
→ -5, 0.0, 1.5, -2
- COc1ccc(NC(=O)c2cc3c(CO)cnc(C)c3oc2=Nc2ccc(C)cc2)cc1
→ 4, 0.1, 1.3, 5
- COc1ccc2nc(NCCCNC(=O)c3ccccc3Br)c(C#N)cc2c1
→ -10, 0.2, -0.9, 3
- COc1ccc(C(=O)N=c2sc3c4ccccc4ccc3n2C)cc1
→ 3, 0.2, 0.6, 2
- CC(=O)c1ccc(NC(=O)CN2C(=O)NC(C)(c3ccc4c(c3)OCCO4)C2=O)cc1 (stereo not given)
→ 10, -0.1, -0.2, -6
- O=C(CN(c1ccc(Cl)c(Cl)c1)S(=O)(=O)c1ccccc1)Nc1cccnc1
→ 0, -0.1, -1.6, 3
- O=C(O)CN1C(=O)/C(=C\c2ccc(-c3ccccc3[N+](=O)[O-])o2)SC1=S
→ 14, -0.8, 0.7, 42
- Cc1ccc(OCC(=O)Nc2ccc(NC(=O)c3cccs3)cc2)c(C)c1
→ 3, 0.6, 1.2, 1
- N#Cc1cccc(Cn2cnc([N+](=O)[O-])n2)c1
→ 11, 0.7, -0.1, 14
- N#Cc1cccn1Cc1ccccc1Cl
→ -3, 0.0, 0.4, -6
- CC(=O)c1ccc(NC(=O)CSc2nnc(NC(=O)/C=C/c3ccccc3)s2)cc1
→ -20, 0.2, 4.0, -11
- O=C1NCCN(Cc2ccc(Cl)c(F)c2)C1CC(=O)N1CCOCC1 (stereo not given)
→ -2, -0.1, -1.7, 5
- O=C(Cc1ccc(Cl)cc1)Nc1ccc2c(c1)OCO2
→ -51, 0.0, 0.9, -13
- NC(=O)c1c(NC(=O)C(c2ccccc2)c2ccccc2)sc2c1CCCC2
→ -14, 0.1, -0.5, -12
- O=C(O)Cc1ccc(NCc2ccccc2Cl)cc1
→ -23, 0.5, -1.2, 9
- Cc1nccn1CC(=O)N/N=C/c1cccs1
→ -1, 0.0, -0.1, 14
- Cc1nc2sc(C(=O)Nc3cnc4ccccc4c3)c(N)c2c(C)c1C
→ -97, 0.0, 0.4, 9
- COc1ccc(-c2nc(-c3ccccc3)c(-c3cccs3)[nH]2)cc1
→ 10, 0.0, 0.5, 6
- Cc1ccc(-c2cn3nc(-c4ccccc4)c(-c4ccccc4)nc3n2)cc1
→ -2, 0.2, 1.5, 6
- CCC(C)NC(=O)C/C(C)=N/NC(=O)COc1ccc(C)cc1Br (stereo not given)
→ -1, 0.0, 0.6, 7
- Cc1ccc(NC(=O)c2ccc([N+](=O)[O-])o2)cc1
→ -28, 0.1, -0.8, -8
- OCCNc1ccnc(NC2CCN(Cc3ccccc3)CC2)n1
→ 0, 0.1, 2.4, -1
- Cc1ccc(NC(=O)Cn2c(=O)oc3cc(S(=O)(=O)N4CCCC4)ccc32)cc1Cl
→ -5, 0.2, -0.5, -7
- CC(C)(C)NC(=O)C(c1ccccc1)N(C(=O)CNC(=O)c1cccs1)c1ccccc1 (stereo not given)
→ 10, 0.3, -0.1, -19
- CN1C(=O)/C(=C/c2ccco2)SC1=S
→ 1, -0.4, 2.0, 14
- O=C1c2oc3ccccc3c(=O)c2C(c2ccc(Cl)cc2)N1CCN1CCOCC1 (stereo not given)
→ 12, 0.0, 1.3, -5
- O=c1c2sccc2nc(SCc2nc3ccccc3[nH]2)n1C1CC1
→ -1, 0.0, -1.4, -2
- CN(Cc1ccccc1)C(=O)c1ccc(N2CC3CC(C2)c2cccc(=O)n2C3)c(NC(=O)c2cccnc2)c1 (stereo not given)
→ 3, -0.2, 0.6, -10
- O=S(=O)(c1ccc(Cl)cc1)N1CCN(c2nc(-c3ccc(F)cc3)cs2)CC1
→ -14, 1.4, -2.1, 13

# Later entries:
# Results follow in this order: TEAD-YAP inh, FBW7 activator, GPR151 activ, MITF inh
- O=C(O)CC/C(=N/Nc1ccc(S(=O)(=O)N2CCOCC2)cc1[N+](=O)[O-])C(=O)O
→ -6, 0.3, -1.7, 16
- COc1ccc(NC(=O)Cn2cnc3sc(C)cc3c2=O)cc1OC
→ -6, -0.1, 1.2, 4
- Cc1nc(S(=O)(=O)c2ccccc2)c(NCc2ccccc2)o1
→ -6, -0.1, -0.6, -4
- CCCn1c(=O)/c(=C2/C=Cc3ccccc3N2C)s/c1=C1\SC(=S)NC1=O
→ -9, 0.3, -1.3, 20
- CC(C)c1ccc(OCC(=O)Nc2cc(C(=O)N3CCOCC3)cn(C)c2=O)cc1
→ -4, -0.3, 1.4, 7
- COc1cc(/C=C2/C(=N)N3N=C(c4ccccc4C)SC3=NC2=O)ccc1OCCOc1ccccc1
→ -7, -0.1, 2.5, 2
- Cc1ccc(Nc2nc(Oc3ccc(=O)[nH]n3)nc(N(C)C)n2)cc1
→ -2, -0.2, 0.1, -5
- O=C(CSC1=NCCS1)Nc1ccc([N+](=O)[O-])cc1
→ 1, 0.0, 0.1, -17
- Cc1nc2sc3c(c2c2nnc(SCC(=O)N4CCCC4)n12)CCCC3
→ 7, -0.2, 1.8, 0
- O=C(c1ccccc1F)N1CCC[C@@H](Cn2nc(-c3cccs3)ccc2=O)C1
→ 1, -0.1, 0.7, -2
- Cc1ccc(-c2noc(CCC(=O)N(C)c3cccc(C)c3)n2)cc1
→ 4, 0.0, -1.3, 27
- CCSCCOC(=O)C1=C(C)NC2=C(C(=O)CC(c3ccccc3)C2)C1c1cccc(F)c1 (stereo not given)
→ -4, 0.3, 0.9, -8
- CCOC(=O)c1c(NC(=O)C(C)Sc2nnc(CNC(=O)c3ccc(OC)c(OC)c3)n2CCc2ccccc2)sc2c1CCC2 (stereo not given)
→ -3, 0.0, 0.4, 1
- Cc1csc(NC(=O)c2ccc(I)cc2)n1
→ -18, -0.5, -1.6, 5
- COc1cc(C2C(C(=O)OCC3CCCO3)=C(C)NC3=C2C(=O)CCC3)ccc1OCc1ccccc1 (stereo not given)
→ 0, 0.2, -1.0, -11
- CCOc1ccc(C(=O)Nc2c(C(=O)OC)sc3ccccc23)cc1
→ 1, 0.3, 4.6, 1
- Cc1ccc(NC(=O)CCc2c(C)[nH]c(=O)n(C)c2=O)cc1C
→ 1, -0.1, -1.1, 0
- CCN(CC)S(=O)(=O)c1ccc(F)c(C(=O)Nc2ccc(C)c(Cl)c2)c1
→ -54, 0.0, 4.7, 2
- CCOC(=O)c1c(C)n(C)c2ccc(OCc3nnnn3-c3ccccc3)cc12
→ 1, -0.1, 1.3, -5
- CCOc1ccc(Nc2cc(N3CCN(CCOc4ccc(Cl)cc4)CC3)c3noc4c3c2C(=O)c2ccccc2-4)cc1
→ 18, 0.0, 1.6, 12
- C/C(=N\Nc1nc2ccccc2[nH]1)c1ccc(Cl)s1
→ -16, -0.2, -0.6, -3
- COc1ccc(-c2cc3ccc(O)cc3oc2=O)cc1OC
→ -7, 1.0, -13, 9
- CCCCC(=O)OCCN1C(=O)c2cccc3c(N4CCOCC4)ccc(c23)C1=O
→ -23, 3.4*, 1.1, -31
- COCCNC(=O)c1c(-c2ccccc2)nc2cc(C)ccn12
→ 2, 0.2, -0.7, 13
- Nc1nc(SCC(=O)Nc2cccc(Oc3ccccc3)c2)n[nH]1
→ 5, 0.0, -1.0, -1
- CCCCN=C(C)C1=C(O)CSC1=O
→ -2, -0.1, -0.9, -17
- CCN(CC)C(CNS(=O)(=O)c1ccc(C)cc1)c1ccccc1 (stereo not given)
→ -6, 0.3, 0.4, -1
- CC(=O)c1c(C)n(CC(=O)N2CCCC2)c2ccccc12
→ 5, 0.0, 0.9, 11
- CNC(=O)c1ccccc1Nc1cc(Nc2ccc(C(=O)N(C)C)cc2C)ncc1C(F)(F)F
→ 73*, -0.1, 0.4, -4
- CCN1CCN(CC(O)COc2c(F)cc(Br)cc2F)CC1 (stereo not given)
→ 6, 0.0, -0.1, 4

# Further results:
# Results follow in this order: TEAD-YAP inh, FBW7 activator, GPR151 activ, MITF inh
- NNc1ncnc2scc(-c3ccccc3)c12
→ 2, -0.4, 0.2, 1
- Cc1c(C(=O)NCCc2ccccc2Cl)sc2ncn(C)c(=O)c12
→ -61, 0.1, -1.7, 2
- COc1ccc(C2=NS(=O)(=O)N(C)C(C(=O)N3CCOCC3)=C2)cc1
→ 4, -0.1, 1.3, 7
- CCOC(=O)C1(C)C(Br)=C(O)C(=O)N1c1ccc(Cl)cc1 (stereo not given)
→ 13, -0.1, -0.1, -11
- CCN(CC)CCNC(=O)Cn1ncc2c1-c1cc(C)ccc1OC2
→ -5, -0.2, 2.8, -15
- COc1cc(OC)c(N(C)C(=O)CCc2nc(-c3ccccc3F)no2)cc1Cl
→ 4, 0.1, 0.9, -14
- COc1ccccc1-c1ccc(OCCCN(C)C)nc1
→ 2, -0.6, -0.6, 18
- CCOC(=O)Cc1csc(NC(=O)CN2C(=O)c3ccccc3C2=O)n1
→ -1, 0.0, -1.2, 9
- CCNc1nc(Oc2ccc(C(=O)OCC)cc2)nc(SC)n1
→ 5, 0.2, -0.6, 12
- COc1ccc(CCNC(=O)c2cnc(-c3cccc(N)c3)s2)cc1
→ 5, -0.1, -0.8, 17

# This is a random part of the collection; 3.4% or so of the library scored in one or more.
